EP2 modulator = modulators of human EP2 prostaglandin E2 receptor | P43116 | EP2-expressing cells, cAMP HTRF FRET, PGE2 co-stimulation | induction, % at 25 µM | actives 0.83% (n = 260,000) | AID 940;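 active means compounds whose cAMP rise, as percent of the full-agonist control response, exceeds 60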;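 further: rat C6 glioma line stably carrying human EP2 under a CMV promoter; the protocol text gives 20 µM as final concentration; 100% = response of wells given 1 µM PGE2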
zVAD death inh = blocks zVAD induced death of L929 cells; L929 zVAD necroptosis rescue, ATP luminescence, 24 h; with zVAD 60 µM; viability rescue, % at 10 µM; actives 0.38% (n = 220,000); AID 1377;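 active means activation, scaled between plate controls, above about 75%, limit read from the data; inactive means activation under that limit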;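 further: 0% = zVAD with DMSO and 100% = DMSO alone without zVAD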
Hck Nef HTS = human Hck-Nef kinase inhibition; Recombinant Hck-YEEI plus Nef, Z-Lyte FRET kinase assay; inhibition, % at 20 µM; actives 0.68% (n = 220,000); AID 463187;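 active means Hck-Nef kinase inhibition above about 50%, limit read from the data; inactive means inhibition below that limit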;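 further: 0% = DMSO with Hck plus Nef and 100% = Hck alone without Nef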
TNF death inh = blocks TNF-alpha induced death of Jurkat FADD-/- cells; Jurkat FADD-/- TNF necroptosis rescue, ATP luminescence, 24 h; 0 = TNF only, 100 = no-TNF cells; activation (protection from cell death), % at 10 µM; actives 0.068% (n = 220,000);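 active means activation, meaning protection from cell death, of at least 50% relative to plate controls; inactive means activation below 50%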;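 further: necroptosis triggered by 40 ng/mL TNF-alpha added together with compound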
PERK inhibitor = inhibitors of human PERK kinase | inhibition, % at 5.6 µM | CHO PERK-DD fusion, SEAP luminescence translation reporter | AID 1416 | actives 0.17% (n = 220,000);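 active means inhibition above the mean inhibition of all tested compounds plus 3 SD, set separately per screening campaign, cut at about 2.9% in these data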;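 further: PERK kinase domain activated by AP20187 dimerizer at 100 nM; 0% = DMSO with dimerizer and 100% = rapamycin at 8.4 µM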
Target sequence (Q9NZJ5 whole entry, looked up, the tested form may be a part): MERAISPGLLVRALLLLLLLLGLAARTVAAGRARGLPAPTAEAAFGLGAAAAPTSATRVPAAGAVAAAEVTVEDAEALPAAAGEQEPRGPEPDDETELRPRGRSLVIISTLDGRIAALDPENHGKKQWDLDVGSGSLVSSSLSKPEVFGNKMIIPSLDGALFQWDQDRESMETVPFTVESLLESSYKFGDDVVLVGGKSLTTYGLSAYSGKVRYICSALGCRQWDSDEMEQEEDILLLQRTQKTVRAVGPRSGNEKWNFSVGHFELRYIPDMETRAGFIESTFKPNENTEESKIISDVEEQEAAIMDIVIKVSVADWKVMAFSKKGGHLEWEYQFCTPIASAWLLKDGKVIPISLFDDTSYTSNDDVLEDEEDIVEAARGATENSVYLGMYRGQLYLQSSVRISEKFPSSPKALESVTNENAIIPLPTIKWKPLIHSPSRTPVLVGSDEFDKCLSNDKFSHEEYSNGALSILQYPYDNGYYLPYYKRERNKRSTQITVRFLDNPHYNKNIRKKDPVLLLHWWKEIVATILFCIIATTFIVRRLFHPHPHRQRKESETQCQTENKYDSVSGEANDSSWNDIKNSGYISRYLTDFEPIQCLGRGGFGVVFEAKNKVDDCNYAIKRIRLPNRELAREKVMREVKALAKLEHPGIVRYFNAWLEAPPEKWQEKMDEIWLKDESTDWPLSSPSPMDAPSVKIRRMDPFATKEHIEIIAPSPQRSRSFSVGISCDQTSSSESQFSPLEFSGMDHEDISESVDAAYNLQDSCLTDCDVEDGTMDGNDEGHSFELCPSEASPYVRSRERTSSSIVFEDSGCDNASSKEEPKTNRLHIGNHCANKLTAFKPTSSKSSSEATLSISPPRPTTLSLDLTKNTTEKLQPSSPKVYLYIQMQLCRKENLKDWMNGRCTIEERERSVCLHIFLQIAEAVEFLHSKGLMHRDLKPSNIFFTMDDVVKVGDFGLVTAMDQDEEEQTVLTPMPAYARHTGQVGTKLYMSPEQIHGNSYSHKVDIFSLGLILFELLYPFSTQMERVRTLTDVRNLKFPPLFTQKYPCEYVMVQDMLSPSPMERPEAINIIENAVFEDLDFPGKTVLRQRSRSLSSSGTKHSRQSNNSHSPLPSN
PGE2 EP2 inh = EP2 receptor (human) inhibition. P43116. C6 glioma cells expressing human EP2, cAMP TR-FRET; cells stimulated with saturating PGE2. inhibition, % at 25 µM. actives 0.52% (n = 260,000);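 active means percent inhibition above 40 after rounding to a whole number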;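 further: rat C6 glioma host cells with rolipram phosphodiesterase inhibitor present; the protocol text gives 20 µM as final concentration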
Runt-CBFb FRET = inhibitors of human RUNX1 Runt domain binding to CBFb; Cerulean-Runt/Venus-CBFb FRET ratio 530/480, 1 h; inhibition, % at 20 µM; actives 0.46% (n = 220,000); AID 1496;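 active means inhibition over about 50% at 20 µM in the single-dose screen, limit read from the data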;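 further: 0% = DMSO wells and 100% = excess unlabeled CBFb competitor control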
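test system = Cerulean-Runt domain fusion protein, energy donor | probe or stimulus = Venus-CBFb binding partner, 100 nM | incubation = two 1 h room-temperature incubations shielded from light | detection = fluorescence energy transfer, 422 nm excitation, 530/480 nm emission | measure = loss of energy transfer signal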
RBBP9 inhibitor = blocks human serine hydrolase RBBP9. O75884. actives 0.2% (n = 220,000). AID 1515. recombinant RBBP9, FP-Rh probe fluorescence polarization. inhibition, % at 7.94 µM;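 active means inhibition above the campaign mean of all tested compounds plus 3 SD, cut at about 14% in these data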;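 further: plate controls were DMSO wells with RBBP9 for no effect and wells lacking RBBP9 protein for full effect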
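Test system: recombinant human RBBP9. Quantity: 2.5 µM RBBP9 dispensing solution, before mixing. Detection: FP readout at 525/598 nm. Reagent: Serine-hydrolase probe FP-Rh, 375 nM pre-mixing. Measure: % inhibition. Control set: DMSO-treated enzyme wells and wells lacking RBBP9. Buffer or medium: Tris-NaCl-Pluronic buffer, pH 8.0. Times: preincubation 30 min plus labeling 45 min at 25 °C.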
Runt-SMMHC FRET = inhibitors of human RUNX1 Runt domain binding to CBFb-SMMHC | actives 0.74% (n = 220,000) | inhibition, % at 20 µM | AID 1434 | Cerulean-Runt/Venus-CBFb-SMMHC FRET ratio 530/480, 1 h | Q01196+Q13951;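 active means mean inhibition across duplicate retests at 20 µM reaching about 50%, limit read from the data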;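 further: 0% = DMSO wells and 100% = wells with excess untagged CBFb-SMMHC; inhibitors lower the FRET ratio by blocking Runt binding to CBFb-SMMHC; some results filed as inactive read as strong as hits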
Numbers without * were called inactive; / = no result given; & = joins results of further samples. Not all compounds are listed, so the mix of outcomes need not match the whole.

canonical_smiles	EP2 modulator	zVAD death inh	Hck Nef HTS	TNF death inh	PERK inhibitor	PGE2 EP2 inh	Runt-CBFb FRET	RBBP9 inhibitor	Runt-SMMHC FRET
O=C(NC1CCCCC1)C(c1cccs1)N(Cc1cccs1)C(=O)c1cccs1 (stereo not given)	40	-1.1	10	-1.0	-1.4	24	-1	-5	0
Cc1cccc(N(CC(=O)NCC2CCCO2)C(=O)CCC(=O)Nc2cc(C)on2)c1 (stereo not given)	28	0.3	-1	1.2	1.5	8	0	-1	2
NS(=O)(=O)c1ccc(CCNC(=O)/C=C/c2cccc([N+](=O)[O-])c2)cc1	-46	1.6	18	0.0	0.2	5	-2	-11	-2
COc1ccc(NC(=O)C2=NN(C3CCS(=O)(=O)C3)C(=O)CC2)cn1 (stereo not given)	16	0.5	20	0.5	0.5	13	-1	-4	-3
CC(=C\C(=O)O)/C(=C/c1ccco1)C(=O)O	7	-0.4	-1	0.7	-0.8	4	2	-11	0
N#Cc1nc(-c2cccs2)oc1N1CCN(c2ccccc2)CC1	13	-0.9	8	-1.4	0.1	12	-3	-5	1
CCCCCCCCNC(=O)/C(C#N)=C/c1ccccc1[N+](=O)[O-]	-13	1.0	3	1.8	0.8	11	-2	-2	-9
COC(=O)c1cccc(NS(=O)(=O)c2ccc(NC(C)=O)cc2)c1C	2	-0.1	1	-1.5	0.7	7	0	1	0
Cc1scc(C(=O)NNC(=S)NCc2ccccc2)c1C	-12	-0.6	3	2.4	0.5	3	0	-1	2
Cc1ccc(/C=C/C(=O)O)cc1S(=O)(=O)N1CCCCC1	19	0.1	15	-0.2	1.6	8	1	-7	1
O=C(N/N=C/c1ccc[nH]1)c1ccc(O)cc1	9	12	25	-3.2	0.3	13	2	0	-8
COc1ccc(NC(=O)c2cn(-c3ccccc3)nc2SC)cc1	12	1.1	14	4.8	-0.3	8	3	4	2
O=C1CC(N2CCN(C/C=C/c3ccccc3)CC2)C(=O)N1Cc1ccc(N2CCCC2=O)cc1 (stereo not given)	5	-0.3	1	-3.9	-1.7	14	-139	-11	4
CCc1ccc(OCC(=O)OC2CCS(=O)(=O)C2)cc1 (stereo not given)	-8	0.2	1	-0.4	0.2	10	0	-2	-6
O=c1cc(N2CCN(Cc3ccccc3)CC2)c(-c2ccccc2)n[nH]1	-2	-0.4	0	-2.5	0.3	11	0	-11	-1
O=C(Nc1cccc(Cn2cccn2)c1)c1cc2c(s1)CCCC2	-14	13	0	4.7	-0.5	3	2	-9	0
Cc1nn2c(-c3ccncc3)ccnc2c1Br	20	70	0	-4.0	-0.2	8	0	-1	-4
Brc1ccc2nc(-c3cccs3)c(NCC3CCCO3)n2c1 (stereo not given)	-2	-2.8	16	-2.0	-0.1	10	2	-4	-13
O=C(Cc1c[nH]c2ccccc12)Nc1cccc(S(=O)(=O)N2CCCCC2)c1	-26	1.9	21	1.2	1.1	7	-1	-7	1
CSCc1c(C(=O)Nc2ccc(N3CCOCC3)cc2)oc2ccccc12	3	0.2	-18	2.6	-0.4	8	0	-9	-2
CCOC(=O)N1CCc2c(sc(NC(=O)CN3CCN(C)CC3)c2C(=O)Nc2ccccc2)C1	-7	0.4	9	0.9	0.4	9	-3	-7	4
O=C(O)CSc1nnc(Cc2ccccc2)n1-c1ccccc1	25	-0.8	7	0.4	0.4	4	-1	-5	-1
COCCN(CCOC)c1ncnc2c1cnn2-c1ccccc1	78*	-0.2	30	3.9	/	14	0	/	-1
COc1ccc(OC)c(NC(=O)COC(=O)CSc2ccc(Cl)cc2)c1	10	/	-5	0.5	1.6	6	-15	1	-2
COC(=O)c1cn[nH]c1NC(=S)Nc1ccc(C)cc1Cl	-6	0.2	0	-0.6	0.1	9	1	-12	11
CCOC(=O)C1CCN(C(c2cccnc2)c2c(NC(=O)c3ccco3)sc(C)c2C)CC1 (stereo not given)	33	-0.5	1	-8.3	-1.0	/	-2	-2	-10
CC(C)C[C@H](NC(=O)Nc1ccccc1F)C(=O)O	-8	0.3	1	0.6	-0.5	12	3	1	0
CCCN1CCC(NC(=O)Nc2cc(Cl)ccc2OC)CC1	-38	-1.0	12	4.8	-0.4	10	0	5	1
CCN1CCN(Cc2ccc(NC(=O)Nc3ccc(OC)cc3)cc2)CC1	-3	77*	-4	3.2	1.8	14	0	-5	-1
O=C(/C=C/c1ccccn1)c1ccc(Br)cc1O	2	0.0	2	0.6	-1.7	6	0	-5	4
COc1ccc(-c2nnc(SCC(=O)Nc3sc4c(c3C#N)CCCC4)n2-c2ccccc2)cc1	3	-0.8	96*	-0.3	0.3	12	1	-9	-5
CCOC(=O)N1CCN(Cc2nc(N)nc(Nc3ccc(C)cc3C)n2)CC1	24	-0.4	25	0.2	-0.6	14	6	-15	3
O=C(CNc1cccc2ccccc12)N/N=C/c1cccc(Oc2ccccc2)c1	-9	2.1	4	2.2	1.0	10	-1	-6	-4
CC(=O)Nc1ccc(S(=O)(=O)N2CCNC(=O)CC2)cc1	-6	0.1	0	0.3	0.8	8	2	-4	-2
CCN(CC)CCOc1cccc(C(C)C)c1	11	0.1	-1	1.8	0.6	8	0	-5	2
Cc1cc2cc(CNC(=O)c3ccc(S(=O)(=O)N4CCOCC4)cc3)ccc2n1C	4	1.5	-1	-2.5	-0.3	7	1	-8	-6
Cc1ccc(NC(=O)N2CCC(C(=O)NCc3ccc(F)cc3)CC2)cc1	39	0.3	5	1.9	0.4	4	-2	-8	2
Cc1cccc(/N=C/c2nc(-c3ccccc3Br)oc2O)n1	-45	1.5	21	-2.0	0.4	11	0	0	2
O=C(O)c1ccc(NC2=C(n3nnc4ccccc43)C(=O)c3ccccc3C2=O)cc1	2	0.6	17	-3.6	0.5	7	0	-8	0
CCOC(=O)Cc1cc(=O)[nH]c(Nc2nc3ccccc3o2)n1	12	0.5	-2	-3.4	-0.5	6	1	-11	5
Clc1ccc(C2CC(c3ccccc3)Nc3ncnn32)cc1 (stereo not given)	-3	-0.4	-1	0.4	-0.2	9	2	-3	3
COc1ccccc1C(=O)Nc1ccc(Br)cc1C	22	1.6	4	0.3	0.8	5	0	-8	2
COc1cc(CCC(=O)Nc2ccc(S(=O)(=O)NC3=NCCCCC3)cc2)cc(OC)c1OC	-17	1.6	8	3.0	0.1	2	2	3	4
O=C(NCCCN1CCN(CCCNC(=O)c2ccc3c(c2)OCO3)CC1)c1ccc2c(c1)OCO2	-14	0.0	1	0.5	-0.1	5	0	2	0
Cn1c(SCC(=O)N2CCN(S(=O)(=O)c3ccc(Cl)cc3)CC2)nc2ccccc21	-13	0.5	2	-0.3	-1.8	6	-2	-11	-6
Fc1ccc(NCc2nnc(SCc3nnc(-c4ccccc4)o3)n2CC2CCCO2)cc1 (stereo not given)	-6	-0.2	0	-0.3	-1.0	5	0	-4	1
CCOC(=O)C1=C(C)NC(=S)NC1/C=C/c1ccccc1 (stereo not given)	19	1.5	-1	-4.8	0.2	14	4	-3	2
CCOc1cc(/C=C2\C(=O)N(c3ccc(C(N)=O)cc3)N=C2C)ccc1OC(=O)c1cccs1	16	-0.5	-1	-11	1.3	6	0	-4	0
COC(=O)c1ccc(NC(=O)C(=O)N2CCN(C(=S)Nc3cccc(OC)c3)CC2)cc1	-41	0.3	5	2.9	-0.1	14	3	-6	1
CC(=O)c1ccc(NC(=O)C(C)OC(=O)c2ccc(NS(=O)(=O)c3ccc(F)c(F)c3)cc2)cc1 (stereo not given)	-31	15	6	2.9	-0.8	10	-1	-9	1
COc1ccccc1N1CCN(CC(=O)Nc2cccc(F)c2)CC1	6	-0.3	-2	-2.1	0.3	6	-2	-7	3
C=CCn1c(Cc2cccs2)nnc1SCC(=O)c1ccc(F)cc1	14	-0.6	2	2.8	-0.5	5	1	-8	3
CCNS(=O)(=O)c1ccc(NC(=O)Nc2cc(C)ccc2OC)cc1	-34	10	33	0.8	-0.3	7	0	-2	2
C/C(=N\NC(=O)Cc1cccc2ccccc12)c1ccncc1	-15	1.8	4	0.3	0.5	7	-2	-6	1
Cc1ccnc(NS(=O)(=O)Cc2ccccc2)c1	33	0.0	1	-0.8	0.5	10	/	-4	-4
CCOC(=O)C1=C(CNCCc2ccc(Cl)cc2)NC(=O)NC1c1cccc([N+](=O)[O-])c1 (stereo not given)	-13	-0.3	17	1.1	-1.6	5	-4	-7	-2
COc1cc(CN2CCN(c3ccccc3F)CC2)c([N+](=O)[O-])cc1OC	4	1.3	7	0.9	0.2	5	6	1	3
CC(O)CNc1nc2c(c(=O)n(C)c(=O)n2C)n1Cc1cccc(C(F)(F)F)c1 (stereo not given)	7	0.3	5	-1.5	-1.8	7	0	2	-3
CC(Nc1cc(N2CCN(S(C)(=O)=O)CC2)ccc1[N+](=O)[O-])c1ccccc1 (stereo not given)	8	-0.7	4	2.9	-0.4	0	-2	-5	-2
COc1ccc(S(=O)(=O)N2CCN(S(=O)(=O)c3ccc4c(c3)OCCO4)CC2)cc1	5&8	-0.4	0	0.3	2.3	17&15	18	-6	24

Next section.
canonical_smiles	EP2 modulator	zVAD death inh	Hck Nef HTS	TNF death inh	PERK inhibitor	PGE2 EP2 inh	Runt-CBFb FRET	RBBP9 inhibitor	Runt-SMMHC FRET
Nn1cnnc1SCC(=O)Nc1ccc2c(c1)OCCO2	3	0.0	-1	-0.8	0.7	8	2	-3	-1
CC(C)c1nc(SCC(=O)Nc2ccc([N+](=O)[O-])cc2Br)n[nH]1	-39	-0.1	4	0.7	0.1	7	1	4	3
CCN(CC)S(=O)(=O)c1cc(NC(=O)CN2C(=O)NC3(CCCc4ccccc43)C2=O)ccc1C (stereo not given)	-11	0.5	0	2.1	-0.4	11	-1	-8	0
C/C(=N/NC(=O)c1ccc2c(c1)OCO2)c1ccc(NC(=O)C(F)(F)F)cc1	-1	0.5	7	0.4	0.8	12	0	-6	2
Cc1ccc(-c2cnc(NCc3cc4c(cc3[N+](=O)[O-])OCO4)n2C)cc1C	-46	-1.3	15	0.5	0.3	8	5	3	-1
S=C(NCc1ccncc1)Nc1cccc(Cl)c1	6	0.7	3	0.5	0.2	4	-2	-7	1
O=C(Nc1ccc2c(c1)OCCO2)c1c(F)cccc1F	-5	-1.6	0	-1.1	-0.4	7	1	-6	0
O=C(CN1C(=O)COc2ccccc21)N1CCN(c2ccccc2F)CC1	-10	2.0	-2	0.8	-0.2	2	0	1	4

High-throughput results as filed in PubChem BioAssay.
